# USP2a block – blocks human ubiquitin-specific protease USP2a | Potency, µM (top dose mostly 38.3 µM), for the others: top-dose activity change, negative = inhibition, usual class: inhibitors | O75604 | USP2 core, Ub-CHOP2 coupled fluorogenic reporter, 485/531 | 0.01% of 330,000 active;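 note: potency is the fitted concentration of half-maximal effect; plate controls were DMSO wells for no effect and full inhibition by NEM control for full effect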
#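 Deubiquitinase activity read as fluorescence (485/531 nm) after Ub-CHOP2 cleavage activates the enterokinase reporter on its substrate; USP2 core 10nM, Ub-CHOP2 and substrate 25nM each, 30min compound preincubation then 60min RT; data normalized to NEM, curves fitted.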
# hERG WT inh – inhibitors of human wildtype KCNH2 potassium channel; activity change, % at 1.84 µM; U2OS, BacMam KCNH2, thallium flux FluxOr; stronger effect = lower value; Q12809; 0.37% of 340,000 active; AID 720551;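 active = maximum activity change below -70%; inconclusive = maximum activity change between -70% and -50%; inactive = maximum activity change above -50%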; note: % is set by controls: 0 for no effect and ±100 for the full control effect
#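 U2OS cells transduced with wild-type KCNH2 virus are loaded with FluxOr dye for 45 min, and thallium flux is measured in kinetic reads before and after stimulation buffer. Rate constants are normalized to DMSO controls.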
# Mito fusion yeast – inhibitors of mitochondrial division or activators of mitochondrial fusion; S. cerevisiae fusion-defective mutant growth rescue, CellTiterGlo 48 h; Potency, µM (highest dose often 46.1 µM), inactives show at the top dose growth rescue (activation), usual class: activators; 0.23% of 320,000 active;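 note: potency is the fitted concentration of half-maximal effect; % of control where 0% means no effect; nearly all actives have a fitted effect of over 45% in size; temperature-sensitive fusion mutants such as fzo1-1 at 37 °C on non-fermentable ethanol glycerol medium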
#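 Yeast fusion mutant, YPEG (non-fermentable carbon), compound, 48 h at 37C non-permissive; CellTiterGlo added, 10 min RT, luminescence read. Rescued growth = division inhibition.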
# Eya2 inh – inhibitors of human Eya2 phosphatase activity | Potency, µM (doses to about 76.9 µM), inactives show at the top dose activity, negative = inhibition, hits mostly inhibitors | 0.006% of 330,000 active | recombinant Eya2, OMFP fluorescence dephosphorylation (OMFP is methylfluorescein phosphate) | O00167; note: potency is the fitted concentration of half-maximal effect; % is set by controls: 0 for no effect and ±100 for the full control effect
#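 Eya2 (0.2 uM) preincubated 10 min at ambient with compound, then OMFP substrate added at 50 uM; 10 min reaction in 50 mM HEPES pH 7.5, 50 mM NaCl, 5 uM MgCl2, 0.05% BSA, 1 mM DTT. Fluorescence read at Ex 485/Em 525 nm.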
# TCR act – activators of T cell receptors; primary human leukocytes, anti-CD3, IL-2 HTRF, 48 h; Potency, µM (highest dose often 9.22 µM), for the others: top-dose activation of IL-2 secretion, actives largely listed as activators; 330,000 tested, under 10 active; AID 504894; note: % of control where 0% means no effect
#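 IL-2 release read by HTRF sandwich (Eu cryptate donor, d2 acceptor, 665 nm emission) after 48 hr exposure of primary human leukocytes to compound together with anti-CD3 beads in the absence of co-stimulatory signals.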
# TRPV1 agonist – human TRPV1 agonism; 0.19% of 320,000 active; TRPV1-expressing cells, Fluo-8 calcium influx, agonist mode; Q8NER1; activation, % at 8.33 µM; in the data active = activation above about 80%; inconclusive = between about 30% and that limit; note: 0% is about no effect
# Target sequence (Q8NER1 whole entry, looked up): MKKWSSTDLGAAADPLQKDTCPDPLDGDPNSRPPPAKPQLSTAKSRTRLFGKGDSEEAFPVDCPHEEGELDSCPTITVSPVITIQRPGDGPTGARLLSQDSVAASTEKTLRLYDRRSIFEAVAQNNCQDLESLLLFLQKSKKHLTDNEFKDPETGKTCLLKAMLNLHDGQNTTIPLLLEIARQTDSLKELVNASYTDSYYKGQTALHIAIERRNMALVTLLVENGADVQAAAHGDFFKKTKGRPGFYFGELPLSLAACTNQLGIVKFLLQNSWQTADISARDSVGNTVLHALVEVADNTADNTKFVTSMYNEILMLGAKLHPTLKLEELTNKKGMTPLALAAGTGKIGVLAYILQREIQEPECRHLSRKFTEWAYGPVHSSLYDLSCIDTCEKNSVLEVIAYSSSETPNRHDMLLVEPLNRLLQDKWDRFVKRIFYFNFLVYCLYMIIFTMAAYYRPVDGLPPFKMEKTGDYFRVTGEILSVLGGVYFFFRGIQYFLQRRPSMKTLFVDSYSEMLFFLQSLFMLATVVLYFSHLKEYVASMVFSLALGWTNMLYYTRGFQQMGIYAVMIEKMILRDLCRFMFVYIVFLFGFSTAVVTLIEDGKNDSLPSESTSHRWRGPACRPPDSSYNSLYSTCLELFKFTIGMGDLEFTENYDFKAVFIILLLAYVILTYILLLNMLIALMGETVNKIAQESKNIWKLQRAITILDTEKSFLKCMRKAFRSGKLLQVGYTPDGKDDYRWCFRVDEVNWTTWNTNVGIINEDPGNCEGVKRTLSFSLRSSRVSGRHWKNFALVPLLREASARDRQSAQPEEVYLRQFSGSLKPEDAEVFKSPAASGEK
#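 Fluo-8 calcium influx in TRPV1-expressing cells, kinetic read (ex 480/em 520 nm). Compound added and read 3 min for agonist activity, followed by capsaicin at EC20 final and 2 min further read for enhancement.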
# KCNH2 3.1 inh – blocks the human KCNH2 3.1 channel isoform; U2OS KCNH2 3.1, thallium flux FluxOr; stronger effect = lower value; activity change, % (tested at about 1.8 µM); AID 720553; 0.95% of 340,000 active;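 active = maximum activity change below -70%; inconclusive = maximum activity change from -70% to -50%; inactive = maximum activity change above -50%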;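 note: thallium influx rate constant from kinetic fluorescence after stimulation buffer; % is set by controls: 0 for no effect and ±100 for the full control effect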
#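 Thallium flux via FluxOr fluorescence (Red40 quencher, 45 min loading) in U2OS cells virally expressing the KCNH2 3.1 isoform (1.77 x 10^8 /mL virus, overnight at 37 C). Rate constants from 2-min kinetic reads post-stimulation, normalised to positive and negative controls.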
# TSHR antagonist – blocks TSH signaling through the human TSH receptor. TSHR-expressing cells, TSH-stimulated cAMP HTRF, 2 h; stronger effect = lower value. activity change, negative = inhibition, % at 11.5 µM. 0.2% of 330,000 active. AID 504810;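 active = activity change below a set negative limit, meaning inhibition stronger than a set level, cut at about -70% in these data; inconclusive = activity change between two set negative limits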; note: % is set by controls: 0 for no effect and ±100 for the full control effect
#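 Competitive HTRF cAMP read-out (cryptate anti-cAMP antibody, cAMP-d2; 30 min, room temperature) in freshly harvested TSHR cells. Compounds added before TSH at EC80 (4nM final), followed by 2 hours' incubation at 37 deg C.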
# A-T KAP1 phos – candidate therapy for ataxia-telangiectasia; […] A-T fibroblasts, KAP-1 phosphorylation AlphaLISA; neocarzinostatin DNA damage 30 min before lysis; Potency, µM (top dose mostly 57.5 µM), for the others: top-dose activation, actives largely listed as activators; 0.19% of 320,000 active; AID 485349; note: potency is the fitted concentration of half-maximal effect; % of control where 0% means no effect; nearly all actives have a fitted effect of over 45% in size
#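 ATM-like activity read as KAP-1 phosphorylation via AlphaLISA donor/acceptor antibody pairs after lysis and 6 hr at 25C. Cells were ATM-null patient fibroblasts ([…], hTERT), dosed 60 min, then exposed to the DSB inducer NCS for 30 min.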
# ELG1 repair inh – blocks ELG1-dependent DNA repair in HEK293T cells; HEK293T ELG1-luciferase reporter, luminescence, 16 h; DNA damage induced by 5-fluorouridine; Potency, µM (series often up to 46.1 µM), inactives show at the top dose activity change, negative = inhibition, hits mostly inhibitors; 2.3% of 330,000 active; note: potency is the fitted concentration of half-maximal effect; % is set by controls: 0 for no effect and ±100 for the full control effect; nearly all actives have a fitted effect of over 55% in size
#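 Overnight (16 hr) co-exposure of 2,000 cells/well to 5-fluorouridine and compound at 37 °C preceded detection. Luciferase was quantified via ONE-Glo luminescence; loss of signal denotes inhibition.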
# * marks the source's active call; other numbers are inactive results; ? = inconclusive; · = no result given; [ ] = remark or other dose. Unless noted, calls come from the whole dose curve; as a rule, active = well fitted curve in the direction sought with a large enough effect; inconclusive = small, poorly fitted or top-dose-only effect, or another doubt; inactive = no such curve, though single readings can be large; an effect the other way counts as inactive or inconclusive. Only part of the results is shown; rates above refer to the full screens.
SMILES,USP2a block,hERG WT inh,Mito fusion yeast,Eya2 inh,TCR act,TRPV1 agonist,KCNH2 3.1 inh,TSHR antagonist,A-T KAP1 phos,ELG1 repair inh
COc1ccc(C2CC(c3ccccc3Cl)Nc3ncnn32)cc1OC (configuration not stated),-4.7%,-1.4,14.6%,-2.9%,0.1%,-1.2,-8.5,23.6,5.3%,8.2%
O=C(CCn1ccnc1)Nc1cc(Cl)ccc1O,6.2%,4.9,-1.0%,-8.8%,-24.7%,-1.1,-20.2,5.5,0.0%,23.9%
CCOc1cc(C(=O)N2CCC3(CC2)NCCc2[nH]cnc23)cc(OCC)c1OCC,0.0%,28.8,-20.3%,0.5%,-1.7%,-1.8,13.6,-9.5,-2.0%,-6.9%
CCNc1nc(NCC)nc(OCC(=O)O)n1,0.9%,-14.6,-1.3%,?,0.8%,0.3,23.4,6.0,21.3%,-4.1%
Cn1c(Cc2cccs2)nnc1SCC(=O)N1CCc2ccccc21,1.0%,8.0,1.2%,7.2%,3.9%,2.0,18.8,·,-4.7%,0.3%
CN[C@H]1CCc2cc(OC)c(OC)c(OC)c2-c2ccc(N(C)CC(OC)OC)c(=O)cc21,3.5%,-3.8,1.2%,11.9%,1.9%,-2.8,5.8,1.2,-17.5%,?
COc1ccc(-c2nn(-c3ccccc3)cc2/C=C(/C#N)C(N)=O)cc1[N+](=O)[O-],2.0%,0.7,-3.5%,11.6%,5.5%[46.1 µM],2.2,10.1,-14.4,-1.1%,?
CCN(CC)CCCNC(=O)c1cc(-c2ccc(Cl)cc2)on1,-0.3%,72.5,3.6%,-25.2%,-1.3%,2.2,-18.5,-1.3,-5.5%,-7.6%
CCOC(=O)CC1C(=O)NCCN1C(=O)COc1ccc(Br)cc1C (configuration not stated),2.4%,27.1,-0.3%,-4.3%,5.6%,-1.2,3.8,8.5,1.6%,12.2%
Cc1ccc(N2Cc3ccccc3C2=S)cc1,0.9%,-4.6,1.0%,-3.6%,1.5%,5.4,8.0,1.6,1.1%,?
COc1ccccc1N(C)S(=O)(=O)c1ccc(C)c(C(=O)NCc2ccccn2)c1,0.7%,4.7,-0.2%,5.0%,10.2%,3.4,28.4,-2.5,4.5%,0.0%
Cc1ccc(-c2nnc(CSc3nc4cc5c(cc4cc3C)OCO5)o2)cc1,-0.6%,-9.9,-6.3%,5.8%,-4.8%,7.9,-38.2,-3.9,-4.5%,?
CCCCNC(=O)/C(C#N)=C/c1cccnc1,-3.1%,1.7,0.9%,7.7%,-3.8%[46.1 µM],-4.1,9.2,5.0,·,1.9%
O=c1c2ccccc2ncn1-c1ccc([N+](=O)[O-])cc1Cl,1.4%,-2.0,-2.8%,-0.1%,·,3.2,-5.8,-1.9,0.3%,-0.3%
O=C(NCc1ccc2c(c1)OCO2)c1cc(=O)[nH]c2ccccc12,8.8%,4.6,-4.4%,-12.1%,-4.0%,0.7,2.9,3.4,-13.6%,-0.8%

# Some of these compounds in order of count of non-hydrogen atoms, highest first:
SMILES,USP2a block,hERG WT inh,Mito fusion yeast,Eya2 inh,TCR act,TRPV1 agonist,KCNH2 3.1 inh,TSHR antagonist,A-T KAP1 phos,ELG1 repair inh
COc1ccccc1N(C)S(=O)(=O)c1ccc(C)c(C(=O)NCc2ccccn2)c1,0.7%,4.7,-0.2%,5.0%,10.2%,3.4,28.4,-2.5,4.5%,0.0%
CCOC(=O)CC1C(=O)NCCN1C(=O)COc1ccc(Br)cc1C (configuration not stated),2.4%,27.1,-0.3%,-4.3%,5.6%,-1.2,3.8,8.5,1.6%,12.2%
O=C(NCc1ccc2c(c1)OCO2)c1cc(=O)[nH]c2ccccc12,8.8%,4.6,-4.4%,-12.1%,-4.0%,0.7,2.9,3.4,-13.6%,-0.8%
CCN(CC)CCCNC(=O)c1cc(-c2ccc(Cl)cc2)on1,-0.3%,72.5,3.6%,-25.2%,-1.3%,2.2,-18.5,-1.3,-5.5%,-7.6%
O=C(CCn1ccnc1)Nc1cc(Cl)ccc1O,6.2%,4.9,-1.0%,-8.8%,-24.7%,-1.1,-20.2,5.5,0.0%,23.9%

# Continuation:
SMILES,USP2a block,hERG WT inh,Mito fusion yeast,Eya2 inh,TCR act,TRPV1 agonist,KCNH2 3.1 inh,TSHR antagonist,A-T KAP1 phos,ELG1 repair inh
Cc1ccc(NC(=O)CN(C)C(=O)CSc2ccccc2F)cc1,4.1%,-2.6,·,-10.7%,4.0%[46.1 µM],·,8.2,-7.4,1.3%,3.9%
CCN(CC)S(=O)(=O)c1ccc(N2CCOCC2)c(NC(=O)C(C)Oc2ccc(F)cc2)c1 (configuration not stated),-0.3%,-1.6,7.0%,-5.1%,1.4%,25.5,-8.6,-19.6,3.8%,8.2µM*
Cc1nc(C)c(C(=O)OCC(=O)NCc2ccccc2)s1,-0.1%,15.4,-1.1%,-16.4%,0.8%,4.8,19.2,2.5,-5.6%,17.7%
NC(=O)NCc1ccc(F)cc1,2.5%,-0.2,1.6%,-1.8%,-4.4%,-0.8,1.2,-0.1,-4.3%,6.2%
CCCS(=O)(=O)N1CCCC(C(=O)NCCCOC(C)C)C1 (configuration not stated),-0.6%,-9.8,-3.0%,0.0%,4.9%,1.6,-29.8,-8.3,-0.4%,-2.7%
Cc1sc2nc(CSc3ccccc3)nc(N3CCOCC3)c2c1C,2.0%,12.0,19.7%,5.7%,-6.4%[46.1 µM],20.0,9.9,1.8,6.4%,-15.1%
COc1ccc(NC(=O)CN(C)CC(=O)N2CC(=O)Nc3ccccc32)cc1,3.2%,14.5,·,11.8%,3.4%,·,-2.7,·,12.7%,9.7%
COc1ccc(C(=O)N2CCC(C(=O)N3CCN(c4ccc(OC)cc4)CC3)CC2)cc1,0.4%,-0.3,-15.2%,10.3%,2.8%,2.1,1.7,-4.9,3.7%,-11.3%
O=C(Cc1cccs1)NCCc1csc(-c2ccccc2)n1,7.5%,-0.2,0.2%,-0.6%,-4.0%,?,3.8,-27.4,-5.4%,0.0%
Cn1c(=O)c2cc3ccccc3nc2n(C)c1=O,1.1%,-1.3,7.1%,-6.9%,5.3%,4.6,7.9,3.5,1.2%,12.8%
CC1CCN(c2c(NCC3CCC(C(=O)N4CCCCC4)CC3)c(=O)c2=O)CC1 (configuration not stated),-4.1%,21.9,-1.8%,-32.7%,0.4%,1.4,-13.9,14.7,4.8%,?
O=C(O)c1ccc2c(c1)C(=O)N(CCc1c[nH]c3ccccc13)C2=O,-2.1%,0.7,8.6%,6.0%,2.6%,1.8,22.4,-20.4,6.8%,?
CCOC(=O)c1cc(C)n(-n2cnnc2)c1C,-4.1%,-15.4,-7.4%,-10.6%,-0.8%,-3.2,5.3,6.3,-1.9%,6.5%
O=C(Nc1cccc(S(=O)(=O)C(F)F)c1)c1ccc(Cl)c(S(=O)(=O)N2CCOCC2)c1,-0.3%,19.9,2.3%,-27.6%,6.3%,21.1,-7.0,-27.7,-0.1%,7.31µM*
CC(=O)c1ccc(NC(=O)NC2CC(=O)N(c3ccc4c(c3)OCCO4)C2)cc1 (configuration not stated),-1.5%,24.9,-1.8%,8.7%,-0.1%,1.9,11.3,1.9,11.3%,-1.5%
CCC1CCCCN1CCCNC(=O)CN1C(=O)CSc2ccc(S(=O)(=O)N3CCC(C)CC3)cc21 (configuration not stated),2.7%,20.3,-2.1%,5.6%,2.4%,-0.2,17.7,58.5,5.4%,5.9%
CC(C)(C)C(=O)NC(=C(Cl)Cl)P(=O)(O)O,2.4%,-15.6,-1.2%,11.8%,-6.3%,2.1,-6.5,2.9,3.9%,-12.1%
S=c1[nH]nc(-c2ccccn2)n1/N=C/c1cccs1,-0.9%,15.9,-0.4%,6.0%,6.1%[46.1 µM],-0.8,-19.5,5.9,-8.8%,0.4%
Cc1cccc(C(=O)O/N=C(\N)c2ccccn2)c1,3.0%,-10.4,-0.9%,0.7%,2.8%,?,2.0,-12.1,2.5%,?
CCCN1CCN(C(=O)C2CCN(S(=O)(=O)c3ccc4c(c3)oc(=O)n4C)CC2)CC1,-0.8%,-9.7,0.8%,11.9%,-5.5%,3.5,-4.3,10.5,4.6%,-0.8%
CC(=O)O/N=C/c1c(NCc2ccccc2)nc2c(C)cccn2c1=O,-0.4%,-1.6,6.0%,0.5%,-0.2%,24.1,12.2,-2.5,-8.1%,0.0%
C=CCN1CCN(C(=O)c2oc3ccccc3c2C)CC1,-0.2%,4.8,-2.2%,-9.2%,·,4.0,-0.7,-3.2,6.9%,10.9%
O=C(Nc1nnc(-c2cccs2)o1)c1cccc(C(F)(F)F)c1,-2.2%,0.0,12.3%,23.4%,12.6%,11.4,-6.4,-9.1,4.6%,14.2%

# Source: PubChem BioAssay
